Assay outcomes (PubChem BioAssay)
AI-2 QS modul: Vibrio harveyi AI-2 quorum sensing modulation. Vibrio harveyi JMH597 AI-2 luminescence/OD600 ratio, 9 h; hits give low values; strain lacks LuxN and CqsS sensors; 0 = neutral-control median. activity change, % at 7.5 µM. 0.4% of 300,000 active. AID 2094; in the data active = activity change below about -75%, passing the limit was not always enough; inconclusive = no clear call, values can overlap the other calls;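 note: luminescence divided by OD600 gain over 9 h not by final OD600 alone; inactives centre near 13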
HIF activator: HIF pathway transcriptional activation; U2OS HRE-luciferase reporter, luminescence; normalized: DMSO 0%, desferrioxamine 100%; activation, % at 7.5 µM (by protocol); 0.32% of 300,000 active;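 active = mean activation of at least 10% of the iron chelator positive control signal, with at least half of replicates also reaching 10%; inconclusive = mean and replicate majority disagree about reaching 10%; inactive = mean and most replicates under 10%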
HSP90 inh: inhibitors of HSP90 luciferase refolding in rabbit reticulocyte lysate | AID 1789 | inhibition, % at 5.6 µM | 0.91% of 290,000 active | luciferase refolding luminescence, 3 h;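 active = inhibition above the screen-wide mean plus 3 SD, computed separately per campaign, cut at about 16% in these data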;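 note: 0% = DMSO wells and 100% = 60 µM geldanamycin wells; inhibitors lower the luminescence because luciferase stays unfolded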
Platelet DG rel: modulates dense granule release in human platelets; human platelet-rich plasma, SFLLRN dense granule ATP release, luminescence; inhibition, %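 (compounds screened at 7.5 µM in platelet-rich plasma)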; 0.22% of 300,000 active;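 active = mean replicate score, as percent of positive control, at or above 50; inconclusive = mean below 50 but at least one replicate at or above 50; inactive = mean and every replicate below 50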
IEC-6 tox: counter-screen for KLF5 inhibitors: cytotoxicity in IEC-6 cells. inhibition, % at 5 µM. IEC-6 cytotoxicity, luminescence viability. 0.78% of 290,000 active. AID 1825; in the data active = inhibition above about 22%;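 note: 0% = plate median of test compound wells and 100% = cytotoxic reference compound wells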
HSF1 inh: HSF1 inhibition; NIH3T3-HGL HSE-luciferase, MG132-induced, luminescence 8 h; hits give low values; activity change, negative = inhibition, % at 7.5 µM (by protocol); 0.77% of 300,000 active; AID 2098;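 active = more than half of replicate wells show activity change below -50%, luminescence cut by over half; inconclusive = some wells, but at most half, below -50%; inactive = no replicate well below -50%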;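 note: luciferase reports HSF-1 transcriptional activity via heat shock element; 0% = median of DMSO wells and -100% = zero luminescence signal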
aSyn UTR inh: MLPCN primary screen, SNCA 5' untranslated region; alpha-synuclein 5'UTR reporter, inhibitor activity; inhibition, % (tested at 7.5 µM); 0.82% of 300,000 active; AID 1813; in the data active = inhibition above about 60%; inconclusive = no clear call, values can overlap the other calls;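 note: H4 neuroglioblastoma cells stably carrying SNCA 5'UTR luciferase fusion; 0% = DMSO wells and 100% = positive control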
HSF1 activator: increases HSF-1 driven luciferase reporter signal | 1.7% of 300,000 active | activation, % at 9 µM | NIH3T3-HGL HSF-1 luciferase reporter, MG132, 8 h; 100% = twice DMSO control signal;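 active = mean replicate activation of at least 50% with a set share of replicates each reaching 50%; inconclusive = only one of those two conditions met; inactive = mean below 50% and too few replicates reaching it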;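 note: 0% = median of the neutral control wells and 100% = twice that signal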
KLF5 inhibitor: suppresses KLF5 promoter-driven expression; 0.23% of 290,000 active; inhibition, % at 5 µM; AID 1700; DLD-1 KLF5 promoter-luciferase reporter, luminescence;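 active = inhibition above a per-plate limit of that plate's mean compound inhibition plus 3 SD, cut at about 60% in these data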;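 note: 0% = DMSO wells and 100% = LY294002 at 200 µM; higher means less KLF5 promoter-driven luciferase light; inactives centre near -14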
HDAC3 inh: human HDAC3 inhibition | recombinant HDAC3, fluorogenic peptide/trypsin coupled, fluorescence | inhibition, % at 8.3 µM | 0.15% of 320,000 active | AID 2718; in the data active = inhibition above about 26%, passing the limit was not always enough; inconclusive = no clear call, values can overlap the other calls
Target sequence (O15379 whole entry, looked up): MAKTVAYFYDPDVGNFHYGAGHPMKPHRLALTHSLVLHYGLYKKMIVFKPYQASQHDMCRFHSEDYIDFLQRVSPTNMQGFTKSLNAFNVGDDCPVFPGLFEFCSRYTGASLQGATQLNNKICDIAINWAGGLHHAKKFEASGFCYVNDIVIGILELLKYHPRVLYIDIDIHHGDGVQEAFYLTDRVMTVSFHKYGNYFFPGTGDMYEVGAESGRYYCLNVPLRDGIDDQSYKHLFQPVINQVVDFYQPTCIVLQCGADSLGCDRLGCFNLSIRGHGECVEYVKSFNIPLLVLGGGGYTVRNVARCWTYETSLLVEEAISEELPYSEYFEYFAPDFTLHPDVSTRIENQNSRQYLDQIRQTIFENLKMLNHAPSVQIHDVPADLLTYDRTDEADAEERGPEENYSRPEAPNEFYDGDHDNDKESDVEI
* marks the source's active call; other numbers are inactive results; ? = inconclusive; . = not tested or not shown. Hits appear at their usual frequency. About 5% of those tested had a hit in this group.

SMILES | AI-2 QS modul | HIF activator | HSP90 inh | Platelet DG rel | IEC-6 tox | HSF1 inh | aSyn UTR inh | HSF1 activator | KLF5 inhibitor | HDAC3 inh
Cc1ccccc1-n1nc2c(c1NC(=O)CC(C)C)CS(=O)C2 (centres undefined) | 21 | -0.2 | -1 | 3 | 5 | 0 | -7 | 7 | -14 | -4
Cc1cc2c(cc1S(=O)(=O)CCC(=O)NCCc1ccccc1)OCC(=O)N2 | 10 | 0.0 | -1 | 0 | -8 | 4 | -27 | 0 | 0 | -2
Nc1ccc(C(=O)NCC2(c3ccccc3)CCCC2)cc1 | 18 | . | 1 | . | 3 | . | . | . | -5 | 3
CC(COC(=O)c1ccccc1)(COC(=O)c1ccccc1)/[N+]([O-])=C/c1ccccc1 | 5 | 0.1 | -2 | 7 | -2 | -4 | 8 | 7 | 1 | 2
CNS(=O)(=O)c1cccc(C(=O)OCC(=O)Nc2ccc(N3CCCCC3)cc2)c1 | 40 | 0.7 | 3 | -4 | 0 | 2 | -31 | 1 | 9 | 0
Cc1[nH]c(=O)c(C#N)c(C)c1CCC(=O)N(C)CC(=O)Nc1ccc(Cl)c(Cl)c1 | 13 | 0.0 | -2 | -4 | -3 | -5 | 9 | 2 | -21 | -8
CN(CCC#N)C(=O)CC1(Cc2ccccc2)CCOC(C)(C)C1 (centres undefined) | 23 | -0.1 | 5 | 11 | 6 | -6 | 16 | 1 | -5 | -4
O=c1[nH]c(CN2CCOCC2)nc2ccccc12 | 18 | -0.1 | -2 | -10 | -9 | 2 | 14 | -1 | -19 | -5
COc1ccc(C(=O)NC(=S)Nc2ccc(S(N)(=O)=O)cc2)cc1 | 24 | 0.1 | 0 | 0 | 4 | -6 | -55 | -8 | -8 | 5
Cc1cccc(OCC(=O)N/N=C/c2cn[nH]c2-c2ccc(Cl)c(Cl)c2)c1 | 22 | -1.0 | -2 | . | 1 | 14 | -25 | 39 | 0 | 8
CC(OC(=O)CCC1CCCCC1)C(=O)Nc1ccc(S(N)(=O)=O)cc1 (centres undefined) | 9 | 3.0 | . | -6 | . | -1 | -8 | 3 | . | 2
COc1ccc(NC(=O)C2CCCN2S(=O)(=O)c2ccc(F)cc2)cc1 (centres undefined) | 18 | -0.1 | 2 | 0 | 1 | -1 | -3 | 1 | -22 | -6
CSc1nnc(CCCCCCCCc2nnc(SC)o2)o1 | 10 | -0.1 | 2 | 10 | -5 | -2 | 1 | -2 | -12 | 3
CCOC(=O)C1(CCCc2ccccc2)CCN(C(=O)CCc2cnn(C)c2)CC1 | 20 | 0.1 | 3 | 2 | -4 | 2 | -11 | 16 | -6 | -2
CCC(=O)Nc1cccc(-c2nc3ncccc3o2)c1C | 5 | -0.9 | 0 | 0 | 1 | -6 | -39 | -30 | -34 | -4
N#C/C(=C\Nc1ccc2cn[nH]c2c1)c1nc(-c2ccc(Cl)cc2)cs1 | 34 | -0.7 | -7 | -19 | 6 | -16 | 3 | -12 | 0 | -5
CCOc1ccc(CSC(CC(=O)O)C(=O)O)cc1 (centres undefined) | 2 | -0.3 | -2 | -9 | 3 | -15 | -7 | -2 | -33 | 6
CC(C)c1ccc(NC(=O)C2CCCCC2C(=O)O)cc1 (centres undefined) | -15 | -0.4 | -5 | -10 | 4 | -25 | -15 | -31 | -14 | -1
CCCN1C(=O)/C(=C/c2nc3ccccc3c(=O)[nH]2)c2cc(C)ccc21 | 1 | 0.0 | 0 | 32 | 1 | 2 | 41 | -8 | 8 | -2
O=C(Oc1cc(=O)oc2ccccc12)c1ccccc1 | 23 | 0.0 | -6 | -1 | -8 | 4 | 18 | 1 | -12 | 3
CCOc1ccc(NC(=O)CN2CCN(C3c4ccccc4-c4ccccc43)CC2)cc1 | 7 | 0.1 | 2 | 5 | 0 | 7 | -18 | 6 | -10 | 14
CCCn1c(SCC(=O)Nc2ccccc2CC)nnc1C(C)C | -14 | ? | 5 | 4 | 10 | -4 | 2 | 1 | -63 | 2
CC(C)CN1CCNC(=O)C1CC(=O)NCc1cnn(-c2cccc(F)c2)c1 (centres undefined) | 12 | -0.1 | -2 | 0 | -1 | 4 | -13 | 8 | -9 | .
Cc1oc(-c2cc(F)ccc2F)nc1CN1CCC(C(=O)N2CCOCC2)CC1 | 20 | -0.3 | -3 | 11 | 0 | 0 | 10 | 1 | -33 | -6
CC(C)(C)N1CC(c2nc3ccccc3n2CCOc2ccccc2)CC1=O (centres undefined) | 22 | -0.1 | 2 | 0 | 0 | -1 | -4 | 21 | -21 | -4

(further entries)
SMILES | AI-2 QS modul | HIF activator | HSP90 inh | Platelet DG rel | IEC-6 tox | HSF1 inh | aSyn UTR inh | HSF1 activator | KLF5 inhibitor | HDAC3 inh
CC(Oc1ccc(S(=O)(=O)N2CCCC2)cc1[N+](=O)[O-])C(=O)N(C)c1ccccc1 (centres undefined) | 5 | 0.1 | . | 4 | . | 3 | 9 | 5 | . | 1
COCc1cc(C)nc(OCC(=O)N/N=C/c2cc(C)n(-c3c(C)cccc3C)c2C)c1C#N | 42 | -0.2 | -1 | -2 | -6 | 0 | 0 | 3 | -47 | 6
C[C@H](NC(=O)C1CCN(S(=O)(=O)c2ccccc2)CC1)C(=O)NCc1cccc(C(F)(F)F)c1 | 4 | -0.5 | 3 | 6 | 5 | -3 | -30 | -3 | -22 | 7
O=C(Nc1ccc2ccccc2c1)c1ccccc1O | 16 | ? | 39* | 3 | 2 | 25 | 40 | 34 | -51 | 1
CCc1ccc(-c2nc(NC(=O)c3ccc(OCC(=O)Nc4ccc(F)cc4)c(OC)c3)sc2C)cc1 | 10 | -0.1 | 0 | 18 | -5 | 0 | -3 | -15 | -14 | -10
O=C(Oc1ccccc1/C=C\C(=O)c1cc2ccccc2o1)c1cccc(F)c1 | 12 | 5.3 | -1 | 6 | 1 | 199 | -234 | 235* | -11 | 10
Cc1ccc(S(=O)(=O)N(C)C)cc1NC(=O)CSc1ncc(C(F)(F)F)cc1Cl | 5 | -3.2 | -2 | 13 | 1 | 4 | 17 | 5 | -24 | 7
CC1CC(C)(C)NC(=S)N1CCCC(=O)NCc1ccccc1 (centres undefined) | 18 | -0.1 | 2 | 11 | -8 | -19 | 7 | -35 | -2 | -2
COc1ccc(NC(=O)C2CCCO2)cc1Cl (centres undefined) | 31 | 2.5 | -2 | 4 | 8 | 3 | -13 | 3 | -28 | 8
CCOCCCN(C(=O)c1snc(C(N)=O)c1N)C(C(=O)NC1CCCC1)c1ccc(OC)cc1 (centres undefined) | 23 | 1.4 | -1 | -2 | -5 | 7 | 5 | 10 | -5 | -5
O=C(c1ccccc1)N1CCN(c2ncnc3sc4c(c23)CCC4)CC1 | 16 | -0.6 | 1 | 5 | 4 | -2 | 8 | 1 | -14 | 3
O=C(CSc1nc2[nH]ncc2c(=O)n1-c1ccccc1)NCc1cccs1 | 9 | 0.0 | -1 | 2 | 0 | 2 | -7 | -5 | -24 | 6
Cc1ccn2cc(-c3cccc(S(=O)(=O)N4CC(C)OC(C)C4)c3)nc2c1 (centres undefined) | 16 | -0.4 | -4 | 0 | 5 | 2 | 4 | 3 | -6 | 9
CC(C)(C)OC(=O)NNC1CC(=O)N(c2ccccc2F)C1=O (centres undefined) | -3 | . | 4 | -20 | 0 | -8 | 11 | 6 | -21 | -2
COc1ccc2oc(C(=O)OCC(=O)N3C(C)CCCC3C)c(C)c2c1 (centres undefined) | 11 | 1.3 | 3 | 20 | 6 | 2 | -23 | -2 | -38 | -4
NC(=O)CC(NC(=O)Cc1cccc2ccccc12)c1ccc(N2CCc3ccccc3C2)c([N+](=O)[O-])c1 (centres undefined) | 11 | 1.0 | . | 2 | . | 10 | 19 | 17 | . | 7
CCn1cc(C(=O)NCC2CCCO2)c(=O)c2cc(S(=O)(=O)N3CCCCC3)ccc21 (centres undefined) | 101 | 0.0 | -1 | -3 | 9 | 6 | 13 | 37 | -9 | 8
C=CCn1c(SCc2nc(N)nc(N3CCCCC3)n2)nnc1-c1ccco1 | 11 | -0.5 | -4 | 3 | -5 | 1 | 3 | 9 | -8 | 3
O=C(NS(=O)(=O)c1ccc2c(c1)OCCO2)c1ccccc1 | 14 | ? | -3 | 6 | -2 | -8 | -29 | -19 | -16 | 4
CCNC(=S)Nc1ccc(Cl)c([N+](=O)[O-])c1 | 6 | -0.2 | 3 | 14 | 3 | 5 | 20 | -1 | -1 | 8
COc1ccccc1CC(=O)O/N=C(\N)c1ccccn1 | 24 | 3.0 | 3 | 17 | -1 | 13 | -58 | 19 | -47 | 6
O=C(CSc1nnc(CNC(=O)c2c(F)cccc2Cl)o1)NCCc1ccccc1 | 10 | -1.2 | 3 | -3 | 5 | 2 | 5 | -1 | -19 | 5
COCC(O)CNc1ccccc1 (centres undefined) | 14 | 0.0 | -3 | -3 | 12 | 5 | 18 | 5 | -40 | -3
COc1ccc(N2CC(C(=O)OCC(=O)Nc3ccccc3C)CC2=O)cc1 (centres undefined) | 13 | -1.8 | -3 | -3 | -1 | -5 | -1 | 2 | -6 | 0
Fc1ccc(OCCCn2ccnc2)cc1 | -3 | 1.0 | -5 | -4 | -6 | -3 | -1 | -13 | -38 | -9

Next records follow:
SMILES | AI-2 QS modul | HIF activator | HSP90 inh | Platelet DG rel | IEC-6 tox | HSF1 inh | aSyn UTR inh | HSF1 activator | KLF5 inhibitor | HDAC3 inh
CCCc1c(NC(=O)Nc2ccc(F)cc2)cnn1-c1ccccc1 | 8 | -0.6 | 0 | 7 | -1 | 2 | -3 | 18 | 16 | 10
O=C1c2ccccc2C(O)N1Cc1ccco1 (centres undefined) | 10 | 0.0 | 1 | -4 | 3 | -6 | -2 | -13 | 1 | -9
O=C1CSC(c2ccccc2)N1Cc1ccccn1 (centres undefined) | 16 | -3.8 | -5 | 17 | -3 | -4 | 11 | 9 | -14 | -2
C=CCN(CC=C)S(=O)(=O)c1ccc(NC(=O)COc2ccccc2OC)cc1 | . | . | -1 | . | -1 | . | . | . | -33 | 2
Cc1ccc(NC2=NC3(CCCCC3)N=C(N)N2)c(C)c1 | 10 | -0.2 | 1 | 3 | 4 | -11 | -14 | 0 | -14 | -5
COc1cccc(C(=O)C[n+]2ccccc2/C=N/O)c1 | 14 | 0.3 | 1 | -8 | 10 | -1 | 6 | -3 | -4 | 1
Cc1nn(-c2ccccc2)c2sc(C(=O)N(CC(=O)NC(C)(C)C)Cc3ccco3)cc12 | 23 | -0.7 | 2 | -1 | 2 | 7 | -4 | 20 | 0 | 1
COc1ccc(NC(=O)CCCC(=O)OCC(=O)c2cccc(OC)c2)cc1 | 28 | -0.4 | 2 | 3 | -3 | -12 | -9 | 3 | -17 | -2
CCCC(=O)Nc1nn(C)c2nc3ccc(C)cc3cc12 | -3 | 1.3 | 2 | 2 | 1 | 3 | 6 | -18 | -14 | 2
Cc1cccc2cncc(OCc3nnc(SC(F)F)n3C)c12 | 12 | 0.1 | 4 | 10 | 8 | 6 | 10 | 2 | 20 | -5
CCSc1ccc2nnc(-c3cccc(F)c3)n2n1 | 11 | 0.3 | 2 | -1 | 0 | -10 | 42 | -3 | -2 | 8
